High-throughput results (PubChem)
mcGAS RapidFire: mouse cGAS inhibition by mass spec. Q8C6L5. 0.18% of 130,000 active. AID 1259397. recombinant mouse cGAS, cGAMP by RapidFire MS. inhibition, % at 12.5 µM;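 active = inhibition of cGAS enzyme activity at or above 60%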;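 note: enzyme stimulated by 45 bp dsDNA with ATP and GTP substrates; cGAMP share of summed cGAMP plus half ATP and half GTP signals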
Target sequence (Q8C6L5 whole entry, looked up): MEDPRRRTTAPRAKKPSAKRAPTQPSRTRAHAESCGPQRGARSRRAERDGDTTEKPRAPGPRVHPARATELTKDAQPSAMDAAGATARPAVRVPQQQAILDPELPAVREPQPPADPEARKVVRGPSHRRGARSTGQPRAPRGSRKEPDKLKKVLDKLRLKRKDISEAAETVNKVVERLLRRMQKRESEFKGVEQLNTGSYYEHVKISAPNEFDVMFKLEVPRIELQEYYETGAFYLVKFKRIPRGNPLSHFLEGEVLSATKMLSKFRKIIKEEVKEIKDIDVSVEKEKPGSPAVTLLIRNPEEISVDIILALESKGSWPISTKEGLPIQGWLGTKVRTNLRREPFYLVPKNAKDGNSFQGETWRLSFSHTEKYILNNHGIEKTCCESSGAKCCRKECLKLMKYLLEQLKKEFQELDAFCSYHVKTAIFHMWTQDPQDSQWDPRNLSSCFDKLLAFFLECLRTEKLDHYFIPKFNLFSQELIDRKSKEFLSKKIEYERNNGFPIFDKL
* marks the source's active call; other numbers are inactive results; & = joins results of further samples; ! = repeats disagree. This is a subset; count on the stated rates, not on these rows.

Compound,mcGAS RapidFire
CCn1nc(C(C)(C)C)cc1C(=O)N1CCCC(C(=O)N(CC#N)Cc2ccccc2)C1 (configuration not stated),-11
Cc1ccc([N+](=O)[O-])cc1S(=O)(=O)N(C)CC(=O)N(C)C,-3
Cc1cc2cc(CNC(=O)Nc3ccc(Cl)cc3)ccc2n1C,7
O=C(CC1(O)C(=O)Nc2ccc(Br)cc21)c1cccnc1 (configuration not stated),-13
CNC(=O)COC(=O)c1cc(OC)c(OC)c(OC)c1,-11
CCN1/C(=C/C2=CC(=O)CC(C)(C)C2)Sc2ccccc21,-3
CN1CC2(CCCN(C(=O)c3ccc(Cn4ccnc4)o3)CC2)OC1=O (configuration not stated),-20
Cc1cnccc1-n1nc(-c2ccccc2)nc1C1C=CCN1 (configuration not stated),9
O=C(Nc1ccc(Oc2ccccc2F)cc1)C1CCN(C(=O)CC2=CCCCC2)CC1,-2
CCCc1ccccc1NC(=O)c1oc2c(c1C)C(=O)CCC2,-13
COC(=O)C(CCSC)NC(=O)c1cc(COc2ccc3sc(C)nc3c2)on1 (configuration not stated),-4
CCCCNC(=O)C1(C)CCCCCN1Cc1cccc2c(OC)cc(C(=O)OCC)cc12 (configuration not stated),-7
CCCC(=O)N1CC2(C)CN(C(=O)CCC)CC(CCC)(C1)C2=O,-26
CCCC1CCc2c(sc(=O)n2CC(N)=O)C1 (configuration not stated),5
CCCN1CCC(N(C)C(=O)Nc2ccccc2F)CC1,0
CC/C=C(/C)C(=O)N1CCN(C(=O)/C(C)=C/CC)C(C(=O)N(C)C)C1 (configuration not stated),-8
COc1ccc(C2=NC(=Cc3ccc(F)c(F)c3)C(=O)O2)cc1,-2
Cn1c(=O)c2c(SCc3cccnc3)nc(-c3ccccc3)nc2n(C)c1=O,6
Cc1cccc(N2CCN(C(=O)c3cccc(Br)c3)CC2C)c1 (configuration not stated),3
NC(=O)C1CCCN(C(=O)c2ccc(-c3cccc(C(F)(F)F)c3)o2)C1 (configuration not stated),-3
COc1ccc(-c2nnc(SC(C)c3ccccc3)o2)cc1OC (configuration not stated),-3
COc1ccc(C(=O)N2CCC(c3ccc(F)cc3)C2)cc1OC1CCN(C(C)C)CC1 (configuration not stated),-3&-2
CN(Cc1ccccc1)c1ncccc1CNC(=O)c1ccc(=O)n(C)c1,14
Cc1nc(C)c(C(=O)N(C)C2CCCN(C3Cc4ccccc4C3)C2)s1 (configuration not stated),-6
COc1ccc(-c2c(C)[nH]n3c(=O)cc(CSc4nccc(C)n4)nc23)cc1,0
CC(CCc1cccc(F)c1)NC(=O)NCC(C)(O)c1cnn(C)c1 (configuration not stated),-15
COC(=O)c1c(NC(=O)COc2ccccc2OC)sc(C)c1C,-2
Cc1cccc(OCC(=O)N(C)C(C)c2ccccn2)c1 (configuration not stated),-2
CC(C)=CCN1C(=O)c2cnc(C)nc2C[C@@H]1c1ccco1,1
Cc1cc(C(=O)N2CCC3(CCCO3)CC2)c2c(=O)[nH]c(=O)n(C)c2n1,-25

The list goes on (6 carried over from the part before).
Compound,mcGAS RapidFire
COc1ccc(-c2c(C)[nH]n3c(=O)cc(CSc4nccc(C)n4)nc23)cc1,0
CC(CCc1cccc(F)c1)NC(=O)NCC(C)(O)c1cnn(C)c1 (configuration not stated),-15
COC(=O)c1c(NC(=O)COc2ccccc2OC)sc(C)c1C,-2
Cc1cccc(OCC(=O)N(C)C(C)c2ccccn2)c1 (configuration not stated),-2
CC(C)=CCN1C(=O)c2cnc(C)nc2C[C@@H]1c1ccco1,1
Cc1cc(C(=O)N2CCC3(CCCO3)CC2)c2c(=O)[nH]c(=O)n(C)c2n1,-25
COc1ccc(Cl)c2sc(N(Cc3cccnc3)C(=O)Cc3ccccc3)nc12,-9
O=C(COc1ccccc1Cc1ccccc1)Nn1cnnc1,-1
O=C(Cc1ccc(O)c(Cl)c1)NCc1cccnc1N1CCCCCCC1,-8
COCOc1cccc(CN2CCC2(C)C(=O)Nc2ccc(OC)c(OC)c2)c1 (configuration not stated),-7
CCOC(=O)C1CCN(C(c2ccc(C(C)C)cc2)C2Sc3nc(C)nn3C2=O)CC1 (configuration not stated),-4
COCc1nc2c([nH]1)c(=O)n(C)c(=O)n2CC(C)C,-7
Cc1cn2c(/C=C/C(=O)N3Cc4ccccc4CC3C(N)=O)c(C)nc2s1 (configuration not stated),-4
Cc1nc(N(C)C)nc(-c2cccc(-c3ccn(CCCF)n3)c2)c1C,0
CCNC1CN(CCCOC)S(=O)(=O)c2sc(S(N)(=O)=O)cc21 (configuration not stated),-1
CN1CCN(C(CNS(=O)(=O)c2cccc(Cl)c2)c2cccn2C)CC1 (configuration not stated),-4
O=C(NCC(=O)N1CCCC1)Nc1ccccc1I,-6
S=c1[nH]nc(-c2ccc3c(c2)OCO3)n1-c1ccccc1,-6
Cc1cc(C(=O)CSc2nnc(-c3ccco3)o2)c(C)n1CC(F)(F)F,-10
COC(=O)c1cc2n(n1)CCCN(C(=O)COc1ncnc3ccccc13)C2,-12
S=c1oc(-c2ccc(Br)cc2)nn1CN1CCOCC1,47
CCOC(=O)C1=C(C)N=c2s/c(=C/C=C/c3ccccc3)c(=O)n2C1c1ccc(C)cc1 (configuration not stated),3
CC(C(=O)N(C)C1CCS(=O)(=O)C1)N(C)CCOc1ccccc1Cl (configuration not stated),-4
COc1ccc(C)cc1C(=O)Nc1ccc(N2CCCCC2)nc1,-2
COc1ccc(N=Cc2ccc3c(c2)OCCO3)cc1,-4
Cc1cc(-n2c(C)cc(C(=O)COC(=O)c3ncc(Cl)c(Cl)c3Cl)c2C)no1,-14
S=C1NC2(CCCCC2)N=C1c1ccc(Cl)cc1,-5
COC(=O)[C@@H]1C[C@H](NC(=O)Cc2coc3cc(C)c(Cl)cc23)CN1C,-3
CC(Oc1ccc(Br)cc1)C(=O)N1CC=C(c2c[nH]c3ccccc23)CC1 (configuration not stated),-9
Cc1ccc2[nH]nc(C(=O)N(C)C3CCS(=O)CC3)c2c1 (configuration not stated),4
CC(C)COc1ccccc1CN(C)C(=O)c1cn(C)c2ccccc2c1=O,-4
CCOc1ccccc1CN1CCN(CC2=Cc3cc(OC)ccc3OC2)CC1CCO (configuration not stated),1
CC=CC(=O)OCC(=O)c1[nH]c(C)c(C(=O)OCC)c1C,-3
Cc1cccn2c(=O)c3cc(C(=O)N4CCN(C)CC4)sc3nc12,-2
Cn1cc(S(=O)(=O)N2CC(C(=O)O)c3ccccc32)cc1C(N)=O (configuration not stated),-3
C(=Cc1ccccc1)CSc1nnc(-c2ccncc2)o1,-7
COc1ccc(-c2ncccc2O)c2ccc(C)nc12,-15
Cc1nn2c(CN(C(=O)c3ccco3)c3ccccc3)nnc2c2ccccc12,-21
Cc1nn(CCC(=O)N2CCC(N3CCCC3=O)CC2)c(C)c1C,7
O=C(NCC(c1cccc2ccccc12)N1CCOCC1)C(=O)Nc1ccon1 (configuration not stated),-15
COc1cccc(NCCC(=O)Nc2ccc(F)cc2)c1,-2
COCC1CCN(C(=O)CC2c3ccccc3CCc3ccccc32)C1 (configuration not stated),2
Cc1sc(NC(=O)CC(C)(C)CC(=O)Nc2sc(C)c(C)c2C(=O)O)c(C(=O)O)c1C,-1
Cc1ccsc1CN(C)C(=O)c1cccs1,-38
CSCCC(NC(=O)Nc1cccc(C)c1)c1nnc2ccccn12 (configuration not stated),0
CCn1nnc2c(N(CCOC)CCOC)ncnc21,-9
CCC(=O)NC1CCCN(C(=O)CC2CCc3ccccc3C2)C1 (configuration not stated),-7&1
CC(=O)Nc1cncc(-c2cccc(C(=O)N(C)C)c2)n1,-2
COc1cccc(C(=O)Nc2ccc(S(=O)(=O)C(F)F)cc2)c1,-8
CN(CC(=O)N1CCOCC1)C(=O)CCl,-9
CC(C)c1cc2c(=O)[nH]c(CNCc3ccccc3)nc2s1,-5
CC(C)(C)c1nn(-c2ccccc2)cc1C(=O)OCC1CCC(=O)N1 (configuration not stated),11
COc1ccc(/C=C/CN2CCCC(OCc3ccccn3)C2)cc1 (configuration not stated),-29
COCCCN(CCC(=O)NCCc1ccccn1)C(=O)c1ccoc1,-12
CC(C)(C)OC(=O)N1C(=O)c2cnc(N)nc2C[C@H]1Cc1ccccc1,-7
COc1cccc(Cc2nnc(NC(=O)N3CCOC(C)C3)s2)c1 (configuration not stated),-7
C=CCn1c(C)cn2c3c(=O)n(Cc4cccc(Cl)c4)c(=O)n(C)c3nc12,-7
COCc1noc(-c2nn(-c3ccccc3F)c3c2CCC3)n1,-6
COc1ccccc1/C(C)=C/C(=O)NCCc1ncn[nH]1,-1
Cn1nc(C2CCN(c3ccc(C(N)=O)cn3)CC2)n(Cc2ccccc2)c1=O,-7
Cc1nc2ccc(NC(=O)c3ccccn3)cc2c(=O)n1-c1ccc(Cl)cc1,-8
Cc1c(C#N)c(NC(=O)CSc2nncn2C2CC2)n(C2CCCC2)c1C,2
CC1CN(C(=O)CC(N)c2ccccc2)CC(C)O1 (configuration not stated),-4&6
CC(=O)C12C3C4C(C5C1C3C5(Br)C41OCCO1)C21OCCO1 (configuration not stated),-8
O=C(Cc1ccc(F)cc1)OCc1cc(-c2ccc3c(c2)OCO3)on1,-8
c1ccc(-c2noc(CN3CCC(C4CCCCC4)C3)n2)nc1 (configuration not stated),-1

Among those listed so far, two have a COOH group:
Compound,mcGAS RapidFire
Cn1cc(S(=O)(=O)N2CC(C(=O)O)c3ccccc32)cc1C(N)=O (configuration not stated),-3
Cc1sc(NC(=O)CC(C)(C)CC(=O)Nc2sc(C)c(C)c2C(=O)O)c(C(=O)O)c1C,-1

Remaining list, next part.
Compound,mcGAS RapidFire
CC(=O)c1cccc(S(=O)(=O)NC(CC(=O)O)c2ccc(F)cc2)c1 (configuration not stated),6
O=C1NCCN(CCc2ccccc2)C1CC(=O)N1CCC(N2CCOCC2)CC1 (configuration not stated),1
CC(N)c1nnc(SCc2ccc(F)cc2)n1-c1ccc([N+](=O)[O-])cc1 (configuration not stated),-7
Cc1cc(Cl)c(Cl)cc1S(=O)(=O)NCc1ccc2c(c1)OCO2,-7
O=C1CC2(CCCC2)CN1[C@@H]1c2ccccc2C2(CCNCC2)[C@H]1O,5
CC1(C)CC(NS(=O)(=O)c2ccc(I)cc2)CC(C)(C)N1,-9
Cc1ccc(C(=O)Nc2ccc(NC(=O)CCN3CCCO3)cc2)o1,47
Fc1ccc(OC2OCCOC2Oc2ccc(F)cc2)cc1 (configuration not stated),-1
O=C(Nc1cccc(NS(=O)(=O)c2cccc(Cl)c2)c1)c1ccco1,-18
COc1cc(CN2CCN(CC=C(C)C)C(CCO)C2)ccc1O (configuration not stated),-8
CC1=C(CC(=O)O)c2cc(F)ccc2/C1=C\c1ccc(S(C)=O)cc1 (configuration not stated),-9&4
O=C(c1cccs1)N1N=C(c2cccs2)CC1c1ccco1 (configuration not stated),3
CC1(C(=O)O)OCC2(CO1)COC(C)(C(=O)O)OC2 (configuration not stated),-7
CC(=O)NC(c1ccc(F)c(F)c1)c1nc(-c2cccc(C(=O)O)c2)cs1 (configuration not stated),6
CN1CCN(C(=O)CC2CSc3ccccc3NC2=O)CC1 (configuration not stated),-5
OCc1ccc(CN2CCC(c3ccnc(-c4cccnc4)c3)C2)o1 (configuration not stated),-26
CC(C)c1ccc(NC2CCCN(C(=O)C3CCN(C(=O)N(C)C)CC3)C2)cc1 (configuration not stated),-1
CC(C)C1CN(C(=O)c2cnn(C)c2)CCCN1CC1CC1 (configuration not stated),5
COc1c(S(=O)(=O)NCc2ccc3c(c2)OCO3)ccc(Cl)c1Cl,4
COCc1noc(-c2cccc3c2ccn3C)n1,-19
CCOc1ccc(NC(=O)CC(NCC2CCCO2)C(=O)O)c([N+](=O)[O-])c1 (configuration not stated),1
Cc1ccc(-n2nc3c(c2NC(=O)/C=C\c2ccc4c(c2)OCO4)CS(=O)(=O)C3)c(C)c1,-6
COC(=O)C1=C(C)NC(C)=C(C(=O)OC)C1c1ccccc1[N+](=O)[O-],73*!
Cn1cc(/C=C(/C#N)c2ccc(C(=O)O)cc2)c2ccccc21,9
COc1ccc2oc(=O)c(-c3nnc(Nc4ccc(Oc5ccc6ccccc6c5Cl)c(Cl)c4)s3)cc2c1,-10
CC1CCc2ccccc2N1C(=O)CNc1ccc(-n2nccn2)cc1 (configuration not stated),4
O=C(NNC(=S)NCc1ccco1)C(=O)NNC(=S)NCc1ccco1,-3

Records above printed as active in mcGAS RapidFire:
Compound,mcGAS RapidFire
COC(=O)C1=C(C)NC(C)=C(C(=O)OC)C1c1ccccc1[N+](=O)[O-],73*!

As entered above.
mcGAS RapidFire result of `Cc1ccc(C(=O)Nc2ccc(NC(=O)CCN3CCCO3)cc2)o1` reads 47
mcGAS RapidFire result of `Cc1ccc(-n2nc3c(c2NC(=O)/C=C\c2ccc4c(c2)OCO4)CS(=O)(=O)C3)c(C)c1` reads -6
mcGAS RapidFire result of `CC1(C(=O)O)OCC2(CO1)COC(C)(C(=O)O)OC2` (configuration not stated) reads -7
